Screens from PubChem BioAssay.
GALK inhibitor = qHTS Assay for Inhibitors of Human Galactokinase (GALK) | 270,000 tested, 0.007% active | Potency, µM (top dose mostly 57.5 µM), inactives show top-dose activity change, negative = inhibition, actives largely listed as inhibitors | Purified GALK, Kinase-Glo residual ATP luminescence; note: potency is the fitted concentration of half-maximal effect; % is set by controls: 0 for no effect and ±100 for the full control effect
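ATP-depletion format; final 35 uM ATP, 100 uM D-galactose, 5 nM enzyme; pH 8.0 HEPES/Mg2+ buffer; 60 min RT; luminescence read 10 min after detection reagent.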
KCNH2 3.1 inh = qHTS for Inhibitors of KCHN2 3.1: Mutant qHTS; Potassium voltage-gated channel subfamily H member 2, brain isoform KCNH2 3.1 (human); AID 720553, 2013; activity change, % (tested at about 1.8 µM); 340,000 tested, 0.95% active; U2OS KCNH2 3.1, thallium flux FluxOr; active compounds read low;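 active = maximum activity change below -70%; inconclusive = maximum activity change from -70% to -50%; inactive = maximum activity change above -50%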;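 note: thallium influx rate constant from kinetic fluorescence after stimulation buffer; % is set by controls: 0 for no effect and ±100 for the full control effect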
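Kinetic fluorescence (2 min after stimulation buffer) measures Tl+ influx through KCNH2 3.1 expressed by viral transduction in U2OS cells; the rate constant is normalized against DMSO controls serving as positive and negative references.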
TRPV1 ag = HTS Assay for Compounds that Act as Agonists of the Vanilloid Receptor 1; 320,000 tested, 0.19% active; TRPV1-expressing cells, Fluo-8 calcium influx, agonist mode; Transient receptor potential cation channel subfamily V member 1 (Homo sapiens), Q8NER1; activation, % at 8.33 µM; AID 540275, 2011; in the data active = activation above about 80%; inconclusive = between about 30% and that limit; note: 0% is about no effect
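Fluo-8 calcium influx in TRPV1-expressing cells, kinetic read (ex 480/em 520 nm). Compound added and read 3 min for agonist activity, followed by capsaicin at EC20 final and 2 min further read for enhancement.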
USP2a block = qHTS Assay for Inhibitors of Ubiquitin-specific Protease USP2a Using CHOP2 as the Reporter. AID 463254, 2010. Ubiquitin carboxyl-terminal hydrolase 2 (Homo sapiens), O75604. USP2 core, Ub-CHOP2 coupled fluorogenic reporter, 485/531. 330,000 tested, 0.01% active. Potency, µM (series often up to 38.3 µM), for inactives: top-dose activity change, negative = inhibition, actives largely listed as inhibitors;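 note: potency is the fitted concentration of half-maximal effect; plate controls were DMSO wells for no effect and full inhibition by NEM control for full effect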
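Cell-free coupled assay: 10nM USP2 core preincubated 30min RT with compound in Tris-HCl pH 8.0/CaCl2/CHAPS buffer, then 25nM Ub-CHOP2 and 25nM reporter substrate; fluorescence (Ex 485/Em 531) read after 60min RT, normalized to NEM inhibition, concentration-response curves fitted.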
Coupling enz = qHTS Assay for Inhibitors of Fructose-1,6-bisphosphate Aldolase from Giardia Lamblia: Coupling assay counterscreen | 290,000 tested, 0.67% active | coupling enzyme system counterscreen, AmpLite Red fluorescence | activity change, negative = inhibition, % at 58.2 µM, hits read low; in the data active = activity change below about -30%; note: % is set by controls: 0 for no effect and ±100 for the full control effect
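Compounds tested against the coupling enzymes alone at 57.5 uM final; readout was AmpLite Red fluorescence (525/598 nm) after 20 min at RT.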
Menin-MLL TR inh = qHTS Assay for Inhibitors Targeting the Menin-MLL Interaction in MLL Related Leukemias: Competition With Texas Red Labeled MLL-derived Mutant Peptide; O00255; Menin + Texas Red MLL mutant peptide, fluorescence polarization; Potency, µM (series often up to 61.6 µM), without a hit: at the highest dose FP activity change, negative = inhibition, usual class: inhibitors; 270,000 tested, 0.23% active; AID 1768, 2009; active = well fitted inhibition curve with a large enough effect in the polarisation, with a control signal flat, not every such curve was filed as active; inconclusive = small, poorly fitted or top-dose-only effect, or effect the other way, or a change in a side signal; inactive = no such curve, though single readings can be large or run the other way; the % refers to the polarisation; note: potency is the fitted concentration of half-maximal effect; % of control where 0% means no effect; many of its hits are not listed in these tables
Target sequence (O00255 whole entry, looked up): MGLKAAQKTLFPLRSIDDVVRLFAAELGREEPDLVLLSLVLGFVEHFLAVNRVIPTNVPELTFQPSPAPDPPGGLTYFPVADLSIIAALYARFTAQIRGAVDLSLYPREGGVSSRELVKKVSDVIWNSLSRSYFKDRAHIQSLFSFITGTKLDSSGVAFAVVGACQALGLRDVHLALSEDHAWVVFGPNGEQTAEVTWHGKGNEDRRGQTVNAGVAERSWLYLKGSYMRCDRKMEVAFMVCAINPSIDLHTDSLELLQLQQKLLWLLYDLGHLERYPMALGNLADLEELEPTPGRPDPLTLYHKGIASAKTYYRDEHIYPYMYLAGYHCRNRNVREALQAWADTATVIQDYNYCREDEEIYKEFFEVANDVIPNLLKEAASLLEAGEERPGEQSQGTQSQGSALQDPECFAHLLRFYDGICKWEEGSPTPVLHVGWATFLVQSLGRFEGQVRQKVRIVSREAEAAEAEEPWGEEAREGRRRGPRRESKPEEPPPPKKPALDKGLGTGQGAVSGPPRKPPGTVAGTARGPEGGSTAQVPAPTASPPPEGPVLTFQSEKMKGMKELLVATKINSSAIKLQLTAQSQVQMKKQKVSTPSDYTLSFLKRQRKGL
KCNH2 WT inh = qHTS for Inhibitors of KCHN2 3.1: Wildtype qHTS; U2OS, BacMam KCNH2, thallium flux FluxOr; active compounds read low; AID 720551, 2013; Voltage-gated inwardly rectifying potassium channel KCNH2 (Homo sapiens), Q12809; activity change, % at 1.84 µM; 340,000 tested, 0.37% active;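 active = maximum activity change below -70%; inconclusive = maximum activity change between -70% and -50%; inactive = maximum activity change above -50%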; note: % is set by controls: 0 for no effect and ±100 for the full control effect
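U2OS cells transduced with wild-type KCNH2 virus are loaded with FluxOr dye for 45 min, and thallium flux is measured in kinetic reads before and after stimulation buffer. Rate constants are normalized to DMSO controls.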
B2AR arrestin = qHTS assay of beta-arrestin-biased ligands of beta2-adrenergic receptor; beta-arrestin recruitment to beta2AR, cell-based reporter; Potency, µM (titrated, usually from 46.1 µM), for inactives: at the highest dose activation, actives largely listed as activators; 330,000 tested, 0.02% active; AID 492947, 2010;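 note: potency is the fitted concentration of half-maximal effect; 0% = DMSO controls and full agonism = EC100 isoproterenol or metaproterenol; nearly all actives have a fitted effect of over 65% in size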
Target sequence (P07550 whole entry, looked up): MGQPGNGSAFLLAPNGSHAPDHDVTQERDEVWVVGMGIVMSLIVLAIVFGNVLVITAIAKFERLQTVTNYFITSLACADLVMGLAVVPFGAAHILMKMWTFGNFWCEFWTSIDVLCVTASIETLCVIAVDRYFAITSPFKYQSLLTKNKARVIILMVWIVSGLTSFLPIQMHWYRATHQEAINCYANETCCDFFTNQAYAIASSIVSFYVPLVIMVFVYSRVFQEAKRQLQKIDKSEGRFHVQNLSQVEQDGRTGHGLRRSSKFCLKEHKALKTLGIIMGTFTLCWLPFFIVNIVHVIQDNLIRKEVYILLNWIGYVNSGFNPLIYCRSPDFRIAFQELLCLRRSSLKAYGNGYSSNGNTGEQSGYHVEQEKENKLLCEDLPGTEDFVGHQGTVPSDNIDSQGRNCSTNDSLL
Giardia kill = Small Molecules that selectively kill Giardia lamblia: qHTS; Giardia lamblia trophozoite viability; activity change, % at 7.66 µM, hits read low; 340,000 tested, 0.15% active; AID 540267, 2011; in the data active = activity change below about -80%; inconclusive = between about -30% and that limit;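 note: parasites exposed to compound for two days anaerobically before the ATP read; % is set by controls: 0 for no effect and ±100 for the full control effect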
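Trophozoite viability was measured as ATP-dependent luminescence, read 15-30 min after reagent addition. Before that, parasites at 100 cells/well were exposed to compounds for 48 h, anaerobically, at 37 deg C.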
PKM2 activator = qHTS Assay for Activators of Human Muscle isoform 2 Pyruvate Kinase; Pyruvate kinase PKM (Homo sapiens), P14618; purified PKM2, Kinase-Glo ATP luminescence, activation; response scale: 0% is enzyme alone, no compound; Potency, µM (doses to about 57.5 µM), inactives show at the highest dose activation, actives largely listed as activators; 260,000 tested, 0.34% active; note: potency is the fitted concentration of half-maximal effect; % is set by controls: 0 for no effect and ±100 for the full control effect; nearly all actives have a fitted effect of over 55% in size
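Purified hPK-M2 (>95% pure) converted ADP (0.1 mM final) to ATP with 0.5 mM PEP in 50 mM imidazole pH7.2, KCl, MgCl2, Tween 20, BSA; 1 h at room temperature. ATP detected by Kinase-Glo luminescence.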
MLL CXXC-DNA inh = qHTS Fluorescence Polarization Assay for Inhibitors of MLL CXXC domain - DNA interaction | Histone-lysine N-methyltransferase 2A (Homo sapiens), Q03164 | MLL-CXXC / FITC-HOXA9 DNA fluorescence polarization | Potency, µM (titrated, usually from 115 µM), without a hit: at the highest dose activity change, negative = inhibition, usual class: inhibitors | 290,000 tested, 0.037% active | AID 2662, 2010; active = well fitted inhibition curve with a large enough effect in the polarisation, with a control signal flat, not every such curve was filed as active; inconclusive = small, poorly fitted or top-dose-only effect, or effect the other way, or a change in a side signal; inactive = no such curve, though single readings can be large or run the other way; the % refers to the polarisation; note: potency is the fitted concentration of half-maximal effect
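Steps: dispense CXXC domain solution (7 uM) → pin compounds or unlabeled HOX-A9 DNA control → 5 min ambient → add FLSN-HOX-A9 solution (50 nM) → spin → 30 min ambient → fluorescence polarization. Tris pH 7.5/NaCl/DTT/BSA buffer.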
Starred values were filed as active, the others as inactive; u = inconclusive; x = no result given; & = joins results of further samples; [ ] = remark or other dose. Unless noted, calls come from the whole dose curve; as a rule, active = well fitted curve in the direction sought with a large enough effect; inconclusive = small, poorly fitted or top-dose-only effect, or another doubt; inactive = no such curve, though single readings can be large; an effect the other way counts as inactive or inconclusive.

nr	compound	USP2a block	PKM2 activator	Menin-MLL TR inh	GALK inhibitor	MLL CXXC-DNA inh	KCNH2 3.1 inh	TRPV1 ag	B2AR arrestin	Coupling enz	KCNH2 WT inh	Giardia kill
1	CCn1ccnc1CN1CCCC(C(=O)c2cc(Cl)ccc2OC)C1 (stereo not drawn)	1%	9%	-10%	0%	-2%	10	8	3.6%	-3	20	0
2	Cc1ccc(N=Nc2cc(C)ccc2N)cc1	0%	-34%	x	5%	1%	-8	6	0.5%	-2	-12	-13
3	O=c1[nH]c(=O)n(Cc2ccc(F)cc2)c(O)c1/C=N/Nc1ccccc1	0%	-1%	x	x	-14%	13	2	-0.7%	0	-6	6
4	COC1=CC(=O)[C@]2(C=C1OC)OC[C@@H]1Oc3c(ccc4c3C=CC(C)(C)O4)C(=O)[C@@H]12	4%	x	x	x	x	-9	x	-0.2%	x	-1	-16
5	CCC(C)C12CN3CCN(CC(C)(C3)C1=O)C2 (stereo not drawn)	0%	-6%	-1%	3%	-11%	-7	-1	-1.2%	4	4	-2
6	CP(C)(=O)CCC(=O)O	1%	10%	-4%	1%	0%	-11	9	0.3%	1	2	-7
7	COc1ccc(NC2(C#N)CCCCC2)cc1	2%	5%	-2%	-1%	6%	2	0	0.2%	-7	0	-20
8	COC(=O)C1=C(c2cccc(OCc3ccccc3)c2)C[C@@H]2CC[C@H]1N2C(=O)NCc1ccc(C(F)(F)F)cc1	-2%	x	x	x	x	-6	3	0.0%	x	3	-2
9	N#Cc1ccc(NC(=O)CN2CCN(C(=O)c3cccs3)CC2)cc1Cl	0%	x	x	x	x	-37	-2	-0.1%	x	50	7
10	O=C1/C(=C/c2ccccc2)C[C@@]2(O)[C@H]3Cc4ccc(O)c5c4[C@@]2(CCN3CC2CC2)C1O5 (stereo partly drawn)	0%	x	x	x	x	u	x	-1.1%	x	-2	-18
11	CCOc1cc2c(cc1OCC)-n1cccc1C(c1ccccc1F)NC2 (stereo not drawn)	-5%	x	u	x	13%	8	-3	4.0%	-1	6	-2
12	O=c1[nH]c(=O)n(Cc2ccccc2)c(O)c1C=NCCCn1ccnc1	1%	-4%	1%	0%	11%	12	7	-0.2%	6	0	31[activator]
13	CN(C)CCN=Cc1c(O)n(CCC2=CCCCC2)c(=O)[nH]c1=O	19%	-2%	-1%	5%	3%	-4	4	0.1%	2	11	-6
14	Cc1cc[n+](Cc2ccccc2)cc1	1%	x	x	x	x	23	2	0.1%	x	-6	-6
15	Cc1ccc(-n2c(O)c(C=NCCN3CCOCC3)c(=O)[nH]c2=O)cc1	5%	7%	0%	1%	-11%	-1	-2	-0.3%	0	-2	-4
16	COc1cccc(CN2CCCCC2c2cccnc2)c1 (stereo not drawn)	1%	15%	0%	3%	9%	-6	-1	0.2%	2	5	5
17	NC1C=CC=C(C(=O)O)C1 (stereo not drawn)	x	x	-6%	x	18%	22	x	x	x	-15	-4
18	CCC(N)Cc1c[nH]c2ccccc12 (stereo not drawn)	-10%	-3%	-4%	8%	-14%	12	2	-0.7%	2	-15	-9
19	CC1=C(C(=O)N2CCC3(CC2)OCCO3)C2(CCC(C)CC2)OC1=O (stereo not drawn)	1%	-2%	-7%	0%	-5%	3	1	0.1%	5	9	18
20	Cc1ccc2c(c1Cl)NC(C(=O)O)C1CC(Sc3ccccc3[N+](=O)[O-])C(Cl)C21 (stereo not drawn)	4%	-5%	x	-1%	-9%	-7	1	-0.3%	3	2	-15
21	O=P(Nc1cccc(Cl)c1)(Oc1ccccc1)Oc1ccccc1	-7%	1%	7%	-1%	7%	-22	u	-0.3%	1	-2	0
22	N[C@@H](Cc1c[nH]c2ccccc12)c1nnc(SCc2ccccc2F)o1	-2%	-3%	12%	-1%	3%	4	9	-0.2%	-2	-11	16
23	O=C1NC(=O)N(c2ccc(F)cc2)C(=O)/C1=C/c1ccc(N2CCOCC2)cc1	3%	19%	-10%	-2%	-6%	-1	7	0.0%	-4	-4	-24
24	CC(CN1CCOCC1)OC(=O)Cc1ccccc1 (stereo not drawn)	3%	2%	-6%	1%	9%	-1	5	0.0%	4	-18	-22
25	C=C1N2CCC(CC2)C1(O)c1ccc(C)c(C)c1 (stereo not drawn)	3%	-4%	2%	-2%	-17%	-1	-2	0.3%	3	-6	-24
26	COC(=O)C1=C(c2c(C)noc2C)C[C@@H]2CC[C@H]1N2C(=O)N1CCC(O)CC1	3%	x	x	x	x	4	1	0.2%	x	14	-4
27	Cc1cc(OC(C)C(=O)NCc2cccnc2)c2c3c(c(=O)oc2c1)CCC3 (stereo not drawn)	-1%	x	x	10%	4%	-6	-1	-1.0%	x	-4	-24
28	NC(=O)Nc1ccc(C(=O)OCC(=O)Nc2ccc(Cl)cc2C(=O)c2ccccc2)cc1	-5%	2%	u	1%	-3%	7	1	10%	4	-2	-3
29	O=C1NC(=O)C2(Cc3cc([N+](=O)[O-])ccc3N3CCN(C(=O)c4ccccc4)CC32)C(=O)N1 (stereo not drawn)	3%	-4%	-2%	0%	3%	3	-1	0.0%	0	6	4
30	COc1ccc(CC2c3cc(OC)c(OC)cc3CCN2C)cc1OC (stereo not drawn)	1%	10%	2%	10%	2%	-1	0	-0.3%	2&-2	3	9

Individual results from above:
For B2AR arrestin, entry 5 shows -1.2%
For KCNH2 3.1 inh, entry 28 shows 7

Only Coupling enz (2 entries from above):
item | SMILES | Coupling enz
23 | O=C1NC(=O)N(c2ccc(F)cc2)C(=O)/C1=C/c1ccc(N2CCOCC2)cc1 | -4
2 | Cc1ccc(N=Nc2cc(C)ccc2N)cc1 | -2

New compounds follow
nr	compound	USP2a block	PKM2 activator	Menin-MLL TR inh	GALK inhibitor	MLL CXXC-DNA inh	KCNH2 3.1 inh	TRPV1 ag	B2AR arrestin	Coupling enz	KCNH2 WT inh	Giardia kill
31	Cc1cccc(OP(N)(=O)Oc2cccc(C)c2C)c1C	2%	0%	x	-3%	-2%	-17	6	0.3%	-3	-5	7
32	Cc1cccc(C)c1NC1=NCCCCS1	1%	2%	1%	-1%	-1%	-45	1	0.3%	0	-21	-10
33	COc1cc(CNc2ccc3[nH]c(=O)[nH]c3c2)ccc1OCc1ccccc1C	2%	x	31%[activator]	x	50%[activator]	12	u	-0.2%	-3	-3	-12
34	CC/C(=N\Nc1ccccc1)c1c(O)n(C)c(=O)n(C)c1=O	3%	-11%	4%	3%	5%	10	1	0.2%	-1	24	6

Reformatted in transposed form: entries from further up
33. COc1cc(CNc2ccc3[nH]c(=O)[nH]c3c2)ccc1OCc1ccccc1C
34. CC/C(=N\Nc1ccccc1)c1c(O)n(C)c(=O)n(C)c1=O

screen / no. | 33 | 34
USP2a block | 2% | 3%
PKM2 activator | x | -11%
Menin-MLL TR inh | 31%[activator] | 4%
GALK inhibitor | x | 3%
MLL CXXC-DNA inh | 50%[activator] | 5%
KCNH2 3.1 inh | 12 | 10
TRPV1 ag | u | 1
B2AR arrestin | -0.2% | 0.2%
Coupling enz | -3 | -1
KCNH2 WT inh | -3 | 24
Giardia kill | -12 | 6

Not all compounds are listed; rates above refer to the full screens.
